# IL2 activator: activates IL-2 in a cell-based reporter assay; 360,000 compounds, 0.065% hits; IL-2 activation reporter assay, cell-based qHTS; stimulated with anti-CD3/CD4/CD28 beads; in transgenic mouse T cells; activation, % (series mostly up to about 46 µM); AID 652025; in the data active = activation above about 50%; inconclusive = mostly about 30% to 49%; note: 0% is about no effect
#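 Screening format: compound pinned onto unstimulated transgenic mouse T cells, 60 min incubation, then anti-CD3/anti-CD4/anti-CD28 bead stimulation for 18 hours at 37 degrees C, followed by EGFP and DsRed detection.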
# ATXN2 expr inh: ATXN2 expression inhibition | HEK-293 ATXN2-luciferase reporter, luminescence, 24 h | Potency, µM (series often up to 57 µM), without a hit: top-dose activity change, negative = inhibition, usual class: inhibitors | 360,000 compounds, 0.72% hits | AID 1745845; note: potency is the fitted concentration of half-maximal effect; % is set by controls: 0 for no effect and ±100 for the full control effect; nearly all actives have a fitted effect of over 55% in size
#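 qHTS (up to 57 uM final) was run with 24 h compound exposure of reporter cells at 37 °C. Each well was multiplexed: SteadyGlo luminescence measured ATXN2-luciferase expression after a fluorogenic Gly-Phe-AFC viability readout (25 uM final).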
# Nrf2 block: inhibitors of Nrf2 signaling; Potency, µM (series often up to 46 µM), for inactives: at the highest dose activity change, negative = inhibition, hits mostly inhibitors; 360,000 compounds, 2.1% hits; AID 504444; A549 ARE-Fluc reporter, luciferase luminescence, 18-24 h; note: potency is the fitted concentration of half-maximal effect; % is set by controls: 0 for no effect and ±100 for the full control effect; nearly all actives have a fitted effect of over 60% in size
#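 Cells were seeded and rested 2 h, then exposed to compounds for 18-24 h. CellTiter-Fluor was read first as a viability measure. BugLite was added 15 min before the final luminescent read of ARE-luciferase activity in A549 cells.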
# HepG2 tox: HepG2 cytotoxicity, counter-screen for TGF-b inhibitors. Potency, µM (highest dose often 46.1 µM), for inactives: top-dose activity change, negative = cytotoxicity, usual class: cytotoxic. 410,000 compounds, 0.76% hits. HepG2 CAGA-GFP viability, ATP luminescence, 18 h; note: potency is the fitted concentration of half-maximal effect; some results filed as inactive show a strong effect at the top dose
#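 HepG2 CAGA-GFP cells (1000/well, DMEM with 1% FBS) received compound, then TGF-beta at 500 pg/mL final, and were incubated 18 hours at 37 degrees C. Viability was read by CellTiter-Glo luminescence. Media-only wells were set as complete cell-killing and DMSO as no toxicity.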
# ATXN viability: cell viability loss in ATXN counter-screen; S2 cells (HEK-293 line with an ATXN2-luciferase reporter) viability, CellTiter-Fluor protease fluorescence, 24 h; Potency, µM (top dose mostly 56.7 µM), actives largely listed as cytotoxic; 400,000 compounds, 0.49% hits; AID 651635; note: potency is the fitted concentration of half-maximal effect; nearly all actives have a fitted effect of over 40% in size
# A549 viability: kills or reduces viability of A549 cells in Nrf2 counter-screen | 390,000 compounds, 0.16% hits | AID 504648 | A549 ARE-Fluc cells, CellTiter-Fluor viability, 18-24 h | Potency, µM (doses to about 46 µM), for the others: at the top dose activity change, negative = cytotoxicity, most hits filed as inhibitors; note: potency is the fitted concentration of half-maximal effect; % is set by controls: 0 for no effect and ±100 for the full control effect
#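 A549 ARE-Fluc cells in 5% FBS OPTI-MEM, 5000 cells/well, rested 2 h then exposed to compounds in concentration-response for 18-24 h at 37 °C. Viability by CellTiter-Fluor fluorescence (Ex 405/Em 525) after 30 min; luciferase luminescence (BugLite, 15 min, RT) read afterwards.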
# Nrf2 activator: activates Nrf2 signaling; AREc32 ARE-luciferase reporter (MCF7-derived line), luminescence, 24 h; Potency, µM (doses to about 46.1 µM), for inactives: top-dose activation, most hits filed as activators; 410,000 compounds, 0.31% hits; note: potency is the fitted concentration of half-maximal effect; % of control where 0% means no effect; nearly all actives have a fitted effect of over 65% in size
#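 For detection, Steady-Glo was added and plates sat 30 min at RT; before that, AREc32_Fluc cells grown overnight in OPTI-MEM/5% FBS had been treated with 23 nL compound for 24 hr at 37 deg C.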
# EPAC2 agonist: EPAC2 (human) agonism; Q8WZA2; Potency, µM (top dose mostly 154 µM), for inactives: at the highest dose activation, most hits filed as activators; 360,000 compounds, 0.079% hits; AID 720711; EPAC2 activation, biochemical qHTS; response scale: 100% = 6.5 mM cAMP response; note: potency is the fitted concentration of half-maximal effect; nearly all actives have a fitted effect of over 50% in size
# Target sequence (Q8WZA2 whole entry, looked up): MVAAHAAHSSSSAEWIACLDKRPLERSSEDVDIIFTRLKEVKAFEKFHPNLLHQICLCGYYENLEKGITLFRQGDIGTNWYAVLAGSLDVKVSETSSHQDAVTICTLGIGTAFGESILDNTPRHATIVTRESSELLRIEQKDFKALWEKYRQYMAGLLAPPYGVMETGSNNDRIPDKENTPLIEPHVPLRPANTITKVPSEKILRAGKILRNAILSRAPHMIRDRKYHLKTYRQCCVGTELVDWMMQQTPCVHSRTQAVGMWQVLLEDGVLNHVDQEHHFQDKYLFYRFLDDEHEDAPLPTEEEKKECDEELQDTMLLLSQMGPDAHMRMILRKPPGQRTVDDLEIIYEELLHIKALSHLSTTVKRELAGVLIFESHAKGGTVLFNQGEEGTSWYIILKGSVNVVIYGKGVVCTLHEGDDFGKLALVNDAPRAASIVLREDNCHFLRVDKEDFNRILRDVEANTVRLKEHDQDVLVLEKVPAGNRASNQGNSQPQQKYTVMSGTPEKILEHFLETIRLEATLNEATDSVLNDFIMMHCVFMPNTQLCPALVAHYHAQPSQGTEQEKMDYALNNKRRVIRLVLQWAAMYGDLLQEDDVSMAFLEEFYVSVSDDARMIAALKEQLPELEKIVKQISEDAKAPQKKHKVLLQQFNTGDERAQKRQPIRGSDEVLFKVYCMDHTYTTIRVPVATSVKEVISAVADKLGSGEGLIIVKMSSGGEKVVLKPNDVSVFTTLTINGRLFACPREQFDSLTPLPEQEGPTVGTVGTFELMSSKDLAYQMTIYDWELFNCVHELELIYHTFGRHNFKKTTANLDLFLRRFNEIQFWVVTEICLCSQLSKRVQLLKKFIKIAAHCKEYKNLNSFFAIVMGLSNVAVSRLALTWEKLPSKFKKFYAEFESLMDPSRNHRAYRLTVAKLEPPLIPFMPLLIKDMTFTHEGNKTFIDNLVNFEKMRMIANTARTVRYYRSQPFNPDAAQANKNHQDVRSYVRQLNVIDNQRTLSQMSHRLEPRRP
#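 In this primary screen, activation is scored as increased exchange of BODIPY-GDP from Rap1B by 100 nM EPAC2, with 50 uM GDP as competitor. Signal is normalized to the 6.5 mM cAMP agonist control.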
# TGFb SMAD3 inh: TGF-b pathway inhibition; HepG2 CAGA-GFP TGF-b/SMAD3 reporter, GFP fluorescence, 18 h; TGF-beta stimulated, 500 pg/mL final; Potency, µM (top dose mostly 46.1 µM), for inactives: at the highest dose activity, negative = inhibition, actives largely listed as inhibitors; 410,000 compounds, 1.2% hits; note: potency is the fitted concentration of half-maximal effect; % is set by controls: 0 for no effect and ±100 for the full control effect; nearly all actives have a fitted effect of over 65% in size
#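 Smad-responsive CAGA-GFP expression was quantified in HEPG2 cells exposed to compounds and 500 pg/mL final TGF-beta for 18 h at 37 degrees C; unstimulated wells defined full inhibition.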
# Starred values were filed as active, the others as inactive; i = inactive; u = inconclusive; x = not tested or not shown; & = joins results of further samples; [ ] = dose if it differs, or a comment. Unless noted, calls come from the whole dose curve; as a rule, active = well fitted curve in the direction sought with a large enough effect; inconclusive = small, poorly fitted or top-dose-only effect, or another doubt; inactive = no such curve, though single readings can be large; an effect the other way counts as inactive or inconclusive.
SMILES,IL2 activator,ATXN2 expr inh,Nrf2 block,HepG2 tox,ATXN viability,A549 viability,Nrf2 activator,EPAC2 agonist,TGFb SMAD3 inh
CC1CCc2sc(C(=O)NC(C)C3CCCO3)cc2C1 (stereo not given),-2.1,38%,25%,0%,i,-5%,-0.2%,-3%,13%
CCOc1ccccc1-c1nc(C(N)=O)c2[nH]c(=O)n(-c3ccc(F)cc3)c2n1,-2.4,0%,-3%,-17%,i,8%,4.7%,6%,4%
Cc1ccc(C(C(=O)NC2CCCC2)N(CCCO)C(=O)Cn2nnc(-c3ccc(C)o3)n2)cc1 (stereo not given),0.6,-11%,-10%,0%,i,-4%,0.5%,-5%,-21%
COc1ccc(C)cc1N(CC(=O)N1CCCCCC1)S(=O)(=O)c1ccccc1,-1.3,-14%,2%,0%,i,-12%,-0.3%,2%,17%
CC(C)[C@H](NC(=O)c1ccccc1)C(=O)OCc1nnc(-c2ccccc2)o1,1.1,-15%[11.3 µM],5%,-4%,i,4%,-0.2%,14%,17%
CCOC(=O)c1ccc(NC(=S)NCc2ccccc2)cc1,1.4,-2%,14%,-18%,i,7%,2.9%,28%,-23%
Cc1cc(=O)oc2cc(NC(=O)C(C)Oc3ccccc3)ccc12 (stereo not given),-0.9,-2%,4%,0%,i,-2%,2.4%,9%,-1%
COc1ccc(-c2noc3c2-c2nc(-c4ccccc4C)sc2CC3)cc1,0.3,12%,u,-1%,u,-5%,4.2%,15%,-19%
Cc1coc2c(C)c3oc(=O)c(CCC(=O)NCCCN4CCOCC4)c(C)c3cc12,-0.2,-1%,6%,-5%,i,3%,-0.5%,1%,12%
Cc1cccc(Oc2ccc(NC(=O)c3ccccc3C(=O)O)cc2)c1C,-1.4,4%,-2%,-11%,i,0%,0.4%,9%,3%
CCN(CC1COc2ccccc2O1)C(=O)CN1C(=O)NC(C)(c2ccc(C)cc2)C1=O (stereo not given),2.0,11%,20%,-3%,i,2%,1.0%,3%,-16%
Cc1nnc(SCC(=O)NC2CC2)n1CC1CCCO1 (stereo not given),0.8,-3%,-9%,-9%,u,-10%,0.2%,1%,12%
CCOC(=O)C1=C(C)N(CCO)C(=O)NC1c1ccccc1 (stereo not given),-2.9,-5%,x,-7%,i,6%,0.0%,10%,-7%
Cc1cccn2cc(CNC(=O)c3ccco3)nc12,-0.3,1%,3%,-24%,i,-1%,0.1%,3%,-5%
CN1C(C(=O)N2CCc3ccccc3C2)=CC(c2ccc(F)cc2)=NS1(=O)=O,-0.3,x,-11%,-31%,i,0%,0.0%,4%,u
CCc1nc2ccc(C(=O)N(C)CCN(C)C)cn2c1N(CC)C(=O)NCCc1ccccc1,0.1,6%,x,-37%,i,x,-0.2%,9%,2%
O=c1cc(CSc2ccccc2)[nH]c2ccccc12,-0.2,-25%,12%,-3%,i,-3%,0.2%,9%,-20%
NS(=O)(=O)c1ccc(CCNC(=O)CN2CCN(c3ccccc3F)CC2)cc1,0.6,2%,-7%,-18%,i,-2%,0.1%,2%,-24%
CC1CCCCN1Cc1nc2c(c(=O)n(C)c(=O)n2C)n1Cc1ccc(Br)cc1 (stereo not given),x,9%,5%,1%,i,-5%,-1.2%,x,14%
Clc1cccc(C[n+]2cc(-c3ccccc3)n3c2CCC3)c1,-0.2,1%,-26%,-33%,i,0%,-0.4%,1%,-8%

# Sorted by value in IL2 activator (smallest number first): some entries from above.
SMILES | IL2 activator | Nrf2 activator | TGFb SMAD3 inh
COc1ccc(C)cc1N(CC(=O)N1CCCCCC1)S(=O)(=O)c1ccccc1 | -1.3 | -0.3% | 17%
Cc1cc(=O)oc2cc(NC(=O)C(C)Oc3ccccc3)ccc12 (stereo not given) | -0.9 | 2.4% | -1%
O=c1cc(CSc2ccccc2)[nH]c2ccccc12 | -0.2 | 0.2% | -20%

# Next entries
SMILES,IL2 activator,ATXN2 expr inh,Nrf2 block,HepG2 tox,ATXN viability,A549 viability,Nrf2 activator,EPAC2 agonist,TGFb SMAD3 inh
CCOc1ccc(CCNC(=O)CCc2c(C)nc3c(c(C)nn3-c3ccc(C)c(C)c3)c2C)cc1,x,11%,18%,-3%,i,1%,-0.9%,x,2%
CSCC[C@H](NC(=O)[C@H](Cc1ccccc1)n1c(=O)[nH]c2ccccc2c1=O)C(=O)N1CCC(C(=O)O)CC1,2.6,8%,15%,-8%,i,6%,0.1%,2%,0%
COC(=O)c1sccc1NC(=O)c1cccs1,-0.4,x,-5%,2%,i,-1%,u,0%,5%
C=CCON1C(=O)c2ccccc2C1=O,-0.4,0%,5%,4%,i,0%,-0.3%,3%,u
Cc1cccc(C(=O)Nc2cccnc2Cl)c1,-0.4,15%,u,-6%,i,-1%,5.4%,4%,1%
COc1ccc(-c2nc3sc(CCNC(=O)Cc4ccc(F)cc4)c(C)n3n2)cc1,x,x,x,-4%,x,-14%,5.9%,x,u
CN(CC(=O)Nc1ccccc1Br)C(=O)c1cccn1C,2.2,0%,24%,-29%,i,7%,-0.6%,-3%,11%
O=C1CCC(C(=O)N2CCCC(Nc3ccc(F)cc3)C2)=NN1 (stereo not given),0.7,-12%,-4%,-17%,i,7%,0.3%,7%,0%
O=[N+]([O-])c1cc(Cl)cc(/C=N/n2cnnc2)c1O,0.5,-4%,6%,-17%,u,-9%,-0.4%,-4%,-5%
O=C(Oc1ccc(C(=S)N2CCOCC2)cc1Cl)c1ccccc1F,0.4,x,4%,-6%,i,1%,0.6%,15%,19%

# Single records (already shown). Values in the order: IL2 activator, ATXN2 expr inh, Nrf2 block, HepG2 tox, ATXN viability, A549 viability, Nrf2 activator, EPAC2 agonist, TGFb SMAD3 inh
# Shown for `CSCC[C@H](NC(=O)[C@H](Cc1ccccc1)n1c(=O)[nH]c2ccccc2c1=O)C(=O)N1CCC(C(=O)O)CC1` : 2.6, 8%, 15%, -8%, i, 6%, 0.1%, 2%, 0%
# Shown for `CN(CC(=O)Nc1ccccc1Br)C(=O)c1cccn1C` : 2.2, 0%, 24%, -29%, i, 7%, -0.6%, -3%, 11%

# Carrying on:
SMILES,IL2 activator,ATXN2 expr inh,Nrf2 block,HepG2 tox,ATXN viability,A549 viability,Nrf2 activator,EPAC2 agonist,TGFb SMAD3 inh
CC1CCN(C2CC(=O)N(c3ccccc3)C2=O)CC1 (stereo not given),-0.5,0%,14%,1%,i,-11%,0.5%,3%,-2%
CC(=O)OC[C@@H]1CN(Cc2ccccc2)C[C@H](n2cnc3c(N4CCOCC4)ncnc32)O1,-0.6,-14%,x,-23%,i,x,-0.3%,14%,-7%
CCOC(=O)Nc1ccc2ncn(C)c(=O)c2c1,-0.9,1%,3%,-2%,i,-2%,7.7%,8%,-9%
Cc1cc(C)cc(NS(=O)(=O)c2ccc(NC(=S)Nc3ccccc3)cc2)c1,-0.4,-2%,8%,-9%,i,u,0.4%,17%,-17%
CC12CCC(C(=O)N(CSC(=S)N/N=C\c3ccccc3Cl)C1=O)C2(C)C (stereo not given),-1.1,-17%,-1%,-3%,i,3%,16%,10%,-12%
Cc1ccccc1NS(=O)(=O)c1cc2c3c(c1)C(C)C(=O)N3CCC2 (stereo not given),-2.3,-4%,-25%,7%,i,-1%,-0.4%,0%,1%
C=CCn1c2ccccc2c2nnc(SCc3ccc4nonc4c3)nc21,-0.3,-12%,-9%,7%,i,-6%,0.4%,11%,12%
COc1cccc(CNC(=O)N[C@@H](C)C(=O)O)c1,0.6,x,0%,-5%,i,9%,0.2%,3%,1%
COc1ccc(C(=O)/C=C/c2cccs2)c(OC(=O)c2cccc([N+](=O)[O-])c2)c1,-0.7,71%[activator],-1%,3%,u,-8%,5.3%,-2%,17%
CC(NC(=O)C1CSC2(C)CCC(=O)N12)c1ccccc1Cl (stereo not given),0.2,-1%,-1%,3%,i,0%,2.7%,2%,10%
O=C(c1cc2ccccc2oc1=O)N(Cc1cccs1)Cc1cccs1,-3.2,0%,-7%,-3%,i,-6%,-0.3%,9%,2%
O=C(NC1CCCCC1)c1ccc([N+](=O)[O-])o1,0.8,9%,-1%,-18%,i,-11%,15%,2%,u
Cc1ccc(S(=O)(=O)CCC(=O)OCC(=O)NC(C)c2ccc(F)cc2)cc1 (stereo not given),1.5,7%,15%,3%,i,1%,-1.1%,7%,4%
COc1cc(OC)c(C(=O)CCCN2CCCC2)c(OC)c1,1.4,-11%&-1%&0%,0%,-12%,i,5%,-0.6%,-2%,-16%
Nc1ccc2c(c1)C(=O)c1ccccc1C2=O,2.3,28%,u,12%,u,-4%,3.2%,5%,-14%
O=C(c1ccc(Cl)cc1)C1CCN(C(=O)N2CCOCC2)CC1,2.3,-7%,-21%,-1%,i,-2%,0.3%,-2%,-6%
CN(C)C(=N)c1n[nH]nc1SCc1ccccc1,-0.2,-10%,3%,-14%,i,4%,0.3%,14%,0%
COc1ccc(/C=C2\SC(=NCc3ccccc3)N(Cc3ccccc3)C2=O)cc1OC,-0.2,-17%,u,-3%,i,-25%,-0.3%,-10%,19%
COc1ccccc1NC(=O)c1cc2ccc3cccnc3c2[nH]1,x,u,x,-64%,u,15%,-3.2%,x,u
CCOC(=O)c1ccc(NC(=O)CSc2nncn2-c2cccnc2)cc1,0.6,1%,-15%,-2%,i,-3%,-0.4%,8%,0%
CCCCCOc1ccccc1C(=O)NCCC(=O)O,0.7,2%,x,12%,i,8%,-0.1%,3%,4%
C=CCNC(=O)C1CC(=O)N(c2ccc(OCC(=O)Nc3ccc(OC)cc3)cc2)C1 (stereo not given),-0.8,x,3%,0%,x,-3%,-0.2%,4%,0%
C=C(C)CN=C1SC(C(=O)Nc2sc3c(c2C(=O)OC)CCC3)C(N)=C1C(N)=O (stereo not given),-4.4,-3%,-5%,3%,i,-9%,7.7%,1%,u
O=C(c1ccc2c(c1)OCO2)C1CCCN(C2CCN(CCc3ccccc3)CC2)C1 (stereo not given),0.6,-37%,u,-32%,i,-11%,2.8%,-3%,-25%

# Compound activity from PubChem.
